Source: PubChem BioAssay (National Center for Advancing Translational Sciences (NCATS))
RXFP1 antagonist: qHTS Assay for Antagonists of the Relaxin Receptor RXFP1; Relaxin receptor 1 (Homo sapiens), Q9HBX9; AID 1259400, 2018; activity change, negative = inhibition, % at 57.5 µM; HEK293-RXFP1, relaxin-stimulated cAMP HTRF, 30 min; hits give low values; 0.59% of 350,000 active;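 active = activity change of -60% or lower, but not beyond a set lower limit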; note: % is set by controls: 0 for no effect and ±100 for the full control effect
D2 agonist: HTS Assay for Allosteric Agonists of the Human D2 Dopamine Receptor: Primary Screen for Agonists | 0.53% of 340,000 active | activation, % at 2 µM | HEK293 T-REx D2 cells, calcium flux agonist mode | AID 485358, 2010;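 active = activation over 3 SD above normal in the single-dose calcium agonist read, cut at about 30% in these data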; note: 0% is about no effect
Target sequence (P14416 whole entry, looked up): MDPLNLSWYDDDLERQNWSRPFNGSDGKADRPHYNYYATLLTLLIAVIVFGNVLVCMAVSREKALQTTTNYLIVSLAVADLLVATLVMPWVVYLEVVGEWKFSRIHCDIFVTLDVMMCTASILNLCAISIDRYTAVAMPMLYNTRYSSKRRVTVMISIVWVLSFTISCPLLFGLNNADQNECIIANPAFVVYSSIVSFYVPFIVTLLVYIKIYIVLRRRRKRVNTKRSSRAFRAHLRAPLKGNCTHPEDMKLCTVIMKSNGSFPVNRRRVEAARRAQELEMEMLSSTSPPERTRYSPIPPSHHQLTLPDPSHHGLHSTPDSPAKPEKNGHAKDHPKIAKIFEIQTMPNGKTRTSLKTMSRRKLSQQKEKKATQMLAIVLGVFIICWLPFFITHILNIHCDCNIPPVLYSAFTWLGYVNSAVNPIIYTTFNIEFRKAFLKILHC
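Calcium-flux readout, 1 cycle/sec over 180 s following compound pin transfer, in inducible HEK293 Trex D2 cells (force-coupled); dopamine controls included. Positive calcium responses during this window marked compounds as potential agonists.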
D2 antagonist: HTS Assay for Allosteric Antagonists of the Human D2 Dopamine Receptor: Primary Screen for Antagonists; D(2) dopamine receptor (Homo sapiens), P14416; HEK293 TREx D2 cells, calcium flux, dopamine EC80; inhibition, % at 10 µM; 2% of 340,000 active; AID 485344, 2010; in the data active = inhibition above about 30%; note: 0% is about no effect
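Antagonism is scored as inhibition of an EC80 dopamine-evoked calcium signal in a force-coupled, tetracycline-inducible HEK293 T-REx D2 line, with compound present 180 s before agonist.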
TRHR enhancer: qHTS for Small Molecule Agonists and Allosteric Enhancers of Human TRH Receptor: Primary Screen for Enhancers; enhancement, % at 2 µM; 0.66% of 360,000 active; TRHR cells, fluo-8 calcium fluorescence, EC20 TRH enhancement; in the data active = enhancement above about 30%; note: 0% is about no effect
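Enhancer read-out: after compound pinning and an initial kinetic agonist-mode read, an EC20 of TRH (10 nM final) was injected and fluo-8 calcium signal (Ex 480/Em 530) followed at 1 s/cycle for 100 cycles in TRHR-expressing cells.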
D2 potentiator: HTS Assay for Positive Allosteric Modulators of the Human D2 Dopamine Receptor: Primary Screen for Potentiators | 0.34% of 340,000 active | potentiation, % at 10 µM | D(2) dopamine receptor (Homo sapiens), P14416 | HEK293 T-REx D2, calcium flux, EC20 dopamine potentiation;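 active = potentiation over 3 SD above the plate norm, cut at about 30% in these data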; note: 0% is about no effect
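Using a no-wash calcium dye in inducible, force-coupled HEK293 Trex cells expressing D2, we tracked fluorescence each second for 180 s after compound, then for 180 s after EC20 dopamine to detect augmented signalling.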
D1 agonist: Allosteric Agonists of the Human D1 Dopamine Receptor: qHTS; D(1A) dopamine receptor (Homo sapiens), P21728; HEK293 T-REx D1 cells, calcium flux, agonist mode; activation, % at 2 µM; 1% of 360,000 active; AID 504660, 2011; note: 0% is about no effect
Target sequence (P21728 whole entry, looked up): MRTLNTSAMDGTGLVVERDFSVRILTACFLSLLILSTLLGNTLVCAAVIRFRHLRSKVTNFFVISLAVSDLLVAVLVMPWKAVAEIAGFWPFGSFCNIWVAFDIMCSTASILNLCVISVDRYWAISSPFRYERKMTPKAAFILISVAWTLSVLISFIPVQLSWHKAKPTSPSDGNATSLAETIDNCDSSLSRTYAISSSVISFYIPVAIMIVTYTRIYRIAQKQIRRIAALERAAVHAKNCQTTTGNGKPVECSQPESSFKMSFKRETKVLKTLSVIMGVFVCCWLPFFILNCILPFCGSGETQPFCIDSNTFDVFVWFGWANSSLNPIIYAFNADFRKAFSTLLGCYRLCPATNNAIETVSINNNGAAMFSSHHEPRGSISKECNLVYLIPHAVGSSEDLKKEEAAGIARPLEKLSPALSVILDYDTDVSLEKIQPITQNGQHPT
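Inducible HEK293 T-REx D1 cells, force-coupled to calcium signalling, were plated at 4000 cells/well with tetracycline and held overnight at 30 C. After no-wash calcium dye loading, compound-evoked calcium rise over 180 s flagged agonists.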
TRHR agonist: qHTS for Small Molecule Agonists and Allosteric Enhancers of Human TRH Receptor: Primary Screen for Agonists. Thyrotropin-releasing hormone receptor (Homo sapiens), P34981. TRHR cells, calcium flux fluo-8, FDSS agonist mode. activation, % at 2 µM. 0.18% of 360,000 active. AID 493084, 2011; note: 0% is about no effect
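Read-out: compound-evoked intracellular calcium rise in TRHR cells, fluo-8 dye, kinetic FDSS fluorescence at 1 s/cycle following a 10-cycle baseline. Cells cultured overnight before dye loading (30 min–1.5 h, RT).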
D1 antagonist: Antagonist of Human D 1 Dopamine Receptor: qHTS | HEK293 TREx D1 cells, calcium flux, dopamine EC80; hits give low values | activity change, negative = inhibition, % at 10 µM | 3.2% of 360,000 active; in the data active = activity change below about -30%; note: % is set by controls: 0 for no effect and ±100 for the full control effect
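Calcium flux readout: force-coupled, inducible Hek293 Trex D1 line, cells induced overnight at 30 C with tetracycline, dye-loaded 30–90 min at RT. Antagonism scored against EC80 dopamine challenge given 180 s after compound.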
D1 potentiator: Potentiators of Human D1 Dopamine Receptor: qHTS. HEK293 TREx D1 cells, calcium flux, dopamine EC20 potentiation. potentiation, % at 10 µM. 0.036% of 360,000 active. AID 504651, 2011; in the data active = potentiation above about 30%; note: 0% is about no effect
The depositor's hits bear a star; / = no result given; & = joins results of further samples. Cut-off read from the data, not from the text of the source, unless noted: active = activation above about 30%; inactive = the rest. Rows are unselected. Share with any hit: about 7.1%.

Value order – RXFP1 antagonist	D2 agonist	D2 antagonist	TRHR enhancer	D2 potentiator	D1 agonist	TRHR agonist	D1 antagonist	D1 potentiator
COc1cc(CNc2ccc3[nH]c(=O)[nH]c3c2)ccc1OCc1ccc(F)cc1
 : -6.2	-0.3	-1.8	2.2	-3.0	0.6	0.5	-3.6	-0.1
CN(C)C1CCN(Cc2cc(COCc3ccccc3)c3cccnc3c2O)C1 (stereo not drawn)
 : /	/	/	2.9	/	4.8	0.0	-1.8	4.2
Cc1ccc(C(C)NC(=O)CSc2ccc(S(=O)(=O)N3CCOCC3)cn2)cc1C (stereo not drawn)
 : -3.1	0.1	1.4	1.3	14.0	0.8	1.1	1.7	-2.5
O=C(COc1ccc(F)cc1)Nc1nnc(C2CCCCC2)s1
 : 1.6	0.1	10.8	9.6	-4.7	4.0	0.7	2.2	-0.5
COc1cccc(-c2cc(C(=O)Nc3cc(C)n(Cc4ccc(Cl)cc4)n3)no2)c1
 : 6.2	2.4	-0.5	9.8	7.4	4.8	1.3	11.6	-2.5
CC(C)Cn1c(CN2C(=O)c3ccccc3C2=O)nc2ccccc2c1=O
 : -6.4	-0.5	-1.1	30.0*	-8.5	0.5	0.3	-1.8	-2.3
COc1cccc(C2CC(c3c(F)cccc3Cl)n3nc(N)nc3N2)c1 (stereo not drawn)
 : -6.7	0.3	4.6	0.6	3.0	1.5	-0.3	3.7	4.0
CC(C)Oc1ccc(CNC(=O)c2cccc(NC(=O)N3CCSc4ncccc43)c2)cc1
 : -11.1	0.0	/	-1.1	12.6	5.8	0.6	-6.9	-2.4
OCC[C@@H]1C[C@@H](O)[C@H](O)[C@@]2(OCc3ccccc32)O1
 : /	0.8	-5.7	-5.0	-7.5	2.6	-0.1	0.4	-1.4
Cc1ccc2nc(N(CCCN(C)C)C(=O)CN3C(=O)c4ccccc4C3=O)sc2c1
 : -32.1	0.6	20.4	0.8	-22.1	44.2*	2.6	-19.7	-15.2
CCOC(=O)C1CN(S(=O)(=O)c2ccc(OC)cc2)c2cc(Cl)ccc2O1 (stereo not drawn)
 : -8.0	-0.7	-5.5	0.7	-4.4	5.0	1.1	25.0	-0.6
O=C(CSc1nnc(C2CC2)n1Cc1ccccc1)Nc1cccnc1Cl
 : -8.4	2.3	3.1	3.5	-2.4	3.5	3.7	8.5	-1.2
COc1cccc(C(=O)Nc2nc3ccccc3[nH]2)c1
 : 6.4	0.6	5.3	2.4	-7.1	1.2	-0.3	4.5	-5.6
O=C(O)C1=CC[C@@H](c2ccc(Cl)cc2)N(S(=O)(=O)c2ccc(Cl)cc2)C1
 : /	-1.0	-5.2	4.9	7.4	-1.4	-0.4	-7.6	-9.9
COc1ccc(CCCNC(=O)C2CCC(=O)N(CCCN3CCCC3=O)C2)cc1 (stereo not drawn)
 : -25.4	0.2	-18.6	-8.8	-0.5	0.9	0.5	14.0	-4.2

An excerpt from above in order of heavy-atom count, falling.
Value order – RXFP1 antagonist	D2 agonist	D2 antagonist	TRHR enhancer	D2 potentiator	D1 agonist	TRHR agonist	D1 antagonist	D1 potentiator
COc1ccc(CCCNC(=O)C2CCC(=O)N(CCCN3CCCC3=O)C2)cc1 (stereo not drawn)
 : -25.4	0.2	-18.6	-8.8	-0.5	0.9	0.5	14.0	-4.2
COc1cc(CNc2ccc3[nH]c(=O)[nH]c3c2)ccc1OCc1ccc(F)cc1
 : -6.2	-0.3	-1.8	2.2	-3.0	0.6	0.5	-3.6	-0.1
COc1cccc(C2CC(c3c(F)cccc3Cl)n3nc(N)nc3N2)c1 (stereo not drawn)
 : -6.7	0.3	4.6	0.6	3.0	1.5	-0.3	3.7	4.0

Two of these compounds, set out differently.
structure	RXFP1 antagonist	D2 agonist	D2 antagonist	TRHR enhancer	D2 potentiator	D1 agonist	TRHR agonist	D1 antagonist	D1 potentiator
O=C(CSc1nnc(C2CC2)n1Cc1ccccc1)Nc1cccnc1Cl	-8.4	2.3	3.1	3.5	-2.4	3.5	3.7	8.5	-1.2
COc1cc(CNc2ccc3[nH]c(=O)[nH]c3c2)ccc1OCc1ccc(F)cc1	-6.2	-0.3	-1.8	2.2	-3.0	0.6	0.5	-3.6	-0.1

Continuation:
Value order – RXFP1 antagonist	D2 agonist	D2 antagonist	TRHR enhancer	D2 potentiator	D1 agonist	TRHR agonist	D1 antagonist	D1 potentiator
Cc1cccc2cc(CN(CC3CCCO3)S(=O)(=O)c3ccccc3)c3nnnn3c12 (stereo not drawn)
 : /	0.4	1.3	6.1	5.5	-1.3	-0.1	6.0	0.9
CCN1CCN(c2nc3c(C)cccn3c(=O)c2C=C(C#N)C#N)CC1
 : -5.8	3.9	12.5	-3.5	-4.5	-0.4	-0.3	4.2	2.1
CCOc1ccc(CCNC(=O)C2CSC3(C)CCC(=O)N23)cc1OCC (stereo not drawn)
 : 2.1	0.5	0.7	-4.8	-15.1	0.1	-0.2	2.1	-4.3
CCOC(=O)C1CCN(C(=O)Cn2nc(C)n3c(cc4cc(F)ccc43)c2=O)CC1
 : 9.4&-2.8	-0.4&-0.2	9.1	2.5&-0.4	-5.4&-5.1	-1.1&1.8	0.6&0.1	1.3&26.6	2.3&0.4
CCC(C)[C@H](NC(=O)N1CCN(c2cccc(C(F)(F)F)c2)CC1)C(=O)OC (stereo partly drawn)
 : 16.5	-0.4	-22.8	1.0	-7.8	3.6	0.1	-8.2	-2.1
NS(=O)(=O)c1ccc(CCNC(=O)NC23CC4CC(CC(C4)C2)C3)cc1
 : /	/	/	3.3	/	0.7	0.3	/	-5.2
CCOc1cc(C2C(C#N)=C(N)Oc3n[nH]c(-c4ccccc4)c32)ccc1O (stereo not drawn)
 : 7.9	1.2	-8.7	10.5	10.3	8.2	-1.0	-6.0	-3.1
COc1ccc(Cl)cc1C(=O)NC(=S)Nc1ccccc1N1CCOCC1
 : -0.1	0.8	-6.8	-1.0	10.6	0.0	0.2	-7.7	1.8
COc1ccc(C(CNC(=O)Cc2ccc(Cl)cc2)N2CCOCC2)cc1 (stereo not drawn)
 : -10.1	3.9	/	-1.9	-3.8	-2.2	1.1	-7.5	8.8
CO/N=C/C(C(C)=O)C(=O)Nc1ccc(Cl)cc1Cl (stereo not drawn)
 : -13.4	0.7	1.5	19.4	0.1	4.3	-2.0	-4.0	-3.4
CC(C)(C)c1cc(-n2ccnc2)n2ncc(-c3ccc(Cl)cc3)c2n1
 : -3.0	-0.8	17.5	-0.8	-1.6	8.0	1.6	-9.6	-1.6
COc1cc(CNC(=O)c2ccc(NC(=O)N3CCCCc4ccccc43)cc2)cc(OC)c1OC
 : /	0.6	/	-1.8	-2.1	3.3	-0.3	-4.3	-3.1
Cc1ccc(-c2cc(C(=O)Nc3cccnc3)c3ccccc3n2)o1
 : -2.3	-1.3	0.0	2.7	16.5	1.4	-0.7	-2.2	-0.6
CCSc1nc(O)cc(=O)n1-c1ccc(OC)cc1
 : 15.6	-0.1	6.1	3.9	0.4	4.3	0.3	8.5	-8.6
O=C(Nc1cc(-c2nc3cc(Cl)ccc3o2)ccc1Cl)c1ccco1
 : /	-0.3	/	6.9	-4.1	0.3	0.4	2.1	-3.1
O=C(CCCSc1nc2ccccc2[nH]1)NCc1ccc(Cl)cc1
 : -1.2	-0.3	0.3	-2.3	-5.1	2.3	-1.1	-15.0	-4.0
COC(=O)[C@H](CCSC)NC(=O)Nc1ccc(S(N)(=O)=O)cc1
 : 9.6	0.8	12.8	-1.8	1.0	1.0	0.1	12.1	-2.1
CCCCc1nc(N)c(C#N)c(-c2ccco2)c1CCC
 : -5.9	-0.7	-3.2	4.6	28.5	-0.3	-0.8	3.2	-0.8
CCOC(=O)c1[nH]c2ccc(Br)cc2c1NC(=O)CCN1CCC(C)CC1
 : 5.5	0.0	-12.1	5.5	-9.9	2.4	-1.0	-15.7	-5.7
COc1cccc(NC(=O)CSC2=Nc3ccccc3C3=NC(CC(=O)NCc4ccc5c(c4)OCO5)C(=O)N23)c1 (stereo not drawn)
 : -3.9	0.3	/	-1.7	4.9	1.0	0.0	11.6	1.1
O=C(Nc1ccccc1Cl)c1ccccc1
 : 6.9	0.3	7.7	-1.9	0.6	7.5	-0.4	-4.9	-3.5
O=C(NCc1ccc2c(c1)CCO2)Nc1ccccc1
 : 0.8	-0.2	-0.4	1.1	7.6	1.2	0.5	-9.2	5.0
CCc1cccc(NC(=O)c2ccc(Cn3nc(C)cc3C)o2)c1
 : 2.6	1.7	-2.9	2.2	-7.1	16.1	-0.2	-22.4	3.0
CCOC(=O)c1ccc(NC(=O)CCc2c(C)nc3cc(-c4ccc(OC)cc4OC)nn3c2C)cc1
 : /	-0.2	/	7.3	8.6	2.6	0.0	-17.4	1.6
COc1ccc(CC(=O)Nc2c(C(=O)N3CCN(c4ccccc4OC)CC3)oc3ccccc23)cc1OC
 : -21.6	-1.8	16.2	-13.9	-5.0	2.7	0.0	-5.8	-4.2
Cc1cc(C)n(-c2cc(N3CCN(S(=O)(=O)c4ccc(Br)cc4)CC3)ccc2[N+](=O)[O-])n1
 : /	-0.4	-17.5	1.3	-0.1	2.7	-0.7	2.9	-0.7
COc1ccc(OCC(=O)N/N=C/c2ccsc2)cc1
 : /	-0.2	-2.3	-1.3	-0.2	3.0	0.5	3.3	12.6
CCN(CC(=O)Nc1ccc(NC(C)=O)cc1)C(=O)CCCN1C(=O)c2ccccc2C1=O
 : -10.2	0.3	15.4	-0.6	-8.1	2.7	0.1	7.0	-5.9
CCC1CCC(C(=O)NC(C(=O)NCCCN2CCCCC2C)C(C)C)CC1 (stereo not drawn)
 : 11.3	-0.4	0.3	-0.7	/	0.5	0.0	-2.0	-3.5
